BAP1 inh: blocks human BAP1 ubiquitin-AMC hydrolysis; recombinant BAP1, Ub-AMC hydrolysis fluorescence kinetic; active compounds read low; activity remaining (% of control), % at 20 µM; Q92560; AID 436; 72,000 tested, 0.48% active;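 active = activity remaining at or below 50% of control, provided the compound also passes the data quality filters; inactive = the rest, including low values that fail the filters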;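 also: 100% = DMSO wells rate and 0% = substrate alone blank rate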
Target sequence (Q92560 whole entry, looked up): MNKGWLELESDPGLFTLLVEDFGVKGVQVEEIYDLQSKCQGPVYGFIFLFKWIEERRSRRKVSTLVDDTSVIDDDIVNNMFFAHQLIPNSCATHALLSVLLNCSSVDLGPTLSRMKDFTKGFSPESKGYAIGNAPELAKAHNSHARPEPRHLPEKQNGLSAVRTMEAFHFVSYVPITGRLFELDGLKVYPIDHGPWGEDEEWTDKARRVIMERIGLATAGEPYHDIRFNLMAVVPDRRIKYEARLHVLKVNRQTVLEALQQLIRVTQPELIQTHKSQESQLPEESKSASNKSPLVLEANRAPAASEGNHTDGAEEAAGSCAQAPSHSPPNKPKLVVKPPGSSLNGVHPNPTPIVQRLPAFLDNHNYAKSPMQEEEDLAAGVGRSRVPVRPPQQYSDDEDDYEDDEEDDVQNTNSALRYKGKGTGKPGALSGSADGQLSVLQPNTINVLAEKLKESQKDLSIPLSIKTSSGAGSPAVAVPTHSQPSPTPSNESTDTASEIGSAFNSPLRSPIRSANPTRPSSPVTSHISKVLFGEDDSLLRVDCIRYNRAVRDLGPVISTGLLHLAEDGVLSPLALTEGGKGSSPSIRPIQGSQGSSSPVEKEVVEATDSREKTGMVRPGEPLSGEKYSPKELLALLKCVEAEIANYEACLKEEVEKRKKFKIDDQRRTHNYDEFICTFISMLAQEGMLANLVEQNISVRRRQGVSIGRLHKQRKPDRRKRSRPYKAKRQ
HePTP inh: human HePTP phosphatase inhibition; AID 521; P35236; recombinant HePTP phosphatase activity, OD absorbance; 110,000 tested, 0.64% active; inhibition, % at 20 µM; in the data active = inhibition above about 50%;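 also: plate controls were vehicle for no effect and reference inhibitor for full effect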
Target sequence (P35236 whole entry, looked up): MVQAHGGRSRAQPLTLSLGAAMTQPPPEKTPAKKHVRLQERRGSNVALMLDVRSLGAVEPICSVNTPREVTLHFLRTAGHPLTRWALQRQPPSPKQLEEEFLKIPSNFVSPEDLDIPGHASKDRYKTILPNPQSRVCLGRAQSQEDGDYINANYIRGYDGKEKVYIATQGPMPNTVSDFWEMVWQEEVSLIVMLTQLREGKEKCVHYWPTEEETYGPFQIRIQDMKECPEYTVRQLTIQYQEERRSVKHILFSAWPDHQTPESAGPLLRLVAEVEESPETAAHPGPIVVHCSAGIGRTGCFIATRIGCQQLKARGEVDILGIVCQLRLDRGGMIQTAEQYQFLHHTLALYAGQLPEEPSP
* = called active by the depositor.

Screening CC(=O)c1cccc(NC(=O)c2ccc(-c3ccc(Cl)cc3Cl)o2)c1 returned HePTP inh -4.
For N#CC1=C(N)Oc2c(c(=O)oc3ccccc23)C12C(=O)Nc1ccc(Br)cc12 (stereo not drawn) the results were HePTP inh 3.
Cc1ccccc1NC(=O)c1c(NC(=O)Cc2ccccc2)sc2c1CCC(C)C2 (stereo not drawn) was read as HePTP inh 6.
Screening CCC(Oc1ccccc1)C(=O)NCc1cccnc1 (stereo not drawn) returned BAP1 inh 67 and HePTP inh 10.
`Cc1cccc(N(C(=O)c2cnc3n(c2=O)CCS3)C2CCCCC2)c1` gave BAP1 inh 93.
COc1cc(C(=O)NCc2n[nH]c(=S)n2-c2cccc(C(F)(F)F)c2)cc(OC)c1OC was read as BAP1 inh 110.
For CCOC(=O)c1c(C)nn2c1NC(c1ccc(Cl)cc1)CC2C(F)(F)F (stereo not drawn) the results were HePTP inh 5.
Screening CCOC(=O)c1c(-c2ccccc2)oc2c1C(=O)c1ccccc1C2=O returned HePTP inh -3.
Screening COc1ccc(CCNC2CC(=O)N(CCc3ccccc3)C2=O)cc1OC (stereo not drawn) returned BAP1 inh 94 and HePTP inh 7.
`O=C(Nc1ccc2c(c1)OCO2)N1CCN(c2cccc(C(F)(F)F)c2)CC1` gave BAP1 inh 76 and HePTP inh 1.
`CCN(CC)CCCOc1ccc(C)cc1C(C)(C)C` gave HePTP inh -16.
Screening COc1ccccc1C1C=C(c2ccc(Cl)cc2)Nc2nc(NS(C)(=O)=O)nn21 (stereo not drawn) returned BAP1 inh 156 and HePTP inh 7.
CC(O)c1nc2ccccc2n1C1CCCCC1 (stereo not drawn) was read as BAP1 inh 89 and HePTP inh 9.
For CCOC(=O)Cc1csc(NC(=O)CSc2nnnn2-c2ccc(CC)cc2)n1 the results were BAP1 inh 116 and HePTP inh 10.
`CC(C)C(=O)Nc1cccc(NC(=O)CCN2C(=O)c3ccccc3S2(=O)=O)c1` gave BAP1 inh 147 and HePTP inh 15.
Screening O=C(/C=C/c1ccc(-c2cccc([N+](=O)[O-])c2)o1)c1ccc(F)cc1 returned HePTP inh 4.
Screening CCn1cc(C(=O)NC2CCCC2)c(=O)c2cc(S(=O)(=O)N3CCOCC3)ccc21 returned BAP1 inh 95 and HePTP inh 5.
Screening O=C(NC(=S)Nc1ccc2oc(-c3ccc(I)cc3)nc2c1)c1ccco1 returned HePTP inh 4.
Screening COc1cc2nc3c4ccccc4n(CCC(C)C)c3nc2cc1OC returned BAP1 inh 152.
CCCCOc1[nH]c2nc(-c3ccco3)n(Cc3ccco3)c(=N)c2c1C#N was read as BAP1 inh 115 and HePTP inh -4.
Screening C[C@@H](NC(=O)c1coc(=O)c(Br)c1)c1ccccc1 returned HePTP inh -1.
`c1coc(-c2nc3c(ccc4ccccc43)[nH]2)c1` gave HePTP inh 3.
O=C(C[n+]1ccn2cccc2c1-c1ccccc1)c1ccccc1 was read as BAP1 inh 82.
For Cc1cc(C)cc(N2C(=O)NC(=O)/C(=C\c3ccsc3)C2=O)c1 the results were HePTP inh 11.
Screening Cc1ccc([N+](=O)[O-])cc1N=Cc1ccc([N+](=O)[O-])o1 returned HePTP inh -4.
For CCOC(=O)c1c(NC(=O)c2ccc(Cl)c([N+](=O)[O-])c2)sc(C(=O)Nc2cc(C(F)(F)F)ccc2Cl)c1C the results were HePTP inh 2.
`CCCCNS(=O)(=O)c1ccc(OC)c2ncccc12` gave BAP1 inh 112 and HePTP inh 20.
CN1CCN(CC(=O)Nc2nc(-c3ccccc3)cs2)CC1 was read as BAP1 inh 76 and HePTP inh 3.
`CCOC(=O)c1sc(NC(=O)c2ccncc2)nc1C` gave HePTP inh -9.
Cc1cccc2sc(NC(=O)Cn3cccc3)nc12 was read as BAP1 inh 99 and HePTP inh 11.
Screening O=C(OCC(=O)N1CCN(c2ccccc2)CC1)C1=COCCO1 returned BAP1 inh 95 and HePTP inh 3.
Cc1ccc(S(=O)(=O)NCCSc2nnnn2-c2cc(C)ccc2C)cc1 was read as BAP1 inh 73 and HePTP inh 7.
For C=CCN1C(=O)/C(=C\c2ccc(OC(=O)c3ccc([N+](=O)[O-])cc3)c(OC)c2)SC1=S the results were HePTP inh 3.
`c1ccc(CCc2ccccc2-c2nc(-c3cccnc3)no2)cc1` gave HePTP inh -10.
For CCOc1ccc(OCC)c(NC(=O)C2CCN(S(=O)(=O)c3cnc[nH]3)CC2)c1 the results were BAP1 inh 103 and HePTP inh 8.
O=C(Nc1ccc(S(=O)(=O)Nc2nccs2)cc1)c1ccc(Cl)cc1 was read as HePTP inh 9.
For C(=NCCc1ccccc1)c1ccc(OC2CSC2)cc1 the results were HePTP inh -4.
`CCOc1ccccc1NC(=O)C1C2C3CCC(C3)C12` (stereo not drawn) gave HePTP inh 11.
`Cc1c(NC(=O)c2cn3c4c(c(N5CCN(C)CC5)c(F)cc4c2=O)OCN3C)c(=O)n(-c2ccccc2)n1C` gave HePTP inh 12.
`ONC(=Nc1ccccc1)C(=Nc1ccccc1)NO` gave BAP1 inh 109 and HePTP inh 9.
Screening O=C(Nc1ccccc1[N+](=O)[O-])c1cccc(S(=O)(=O)Nc2cccc(O)c2)c1 returned BAP1 inh 82.
For CC(=O)Nc1cccc(NC(=O)CSc2nnc(Cc3cccn3C)n2-c2ccc(C)cc2)c1 the results were BAP1 inh 88 and HePTP inh 2.
`O=C(NOC(=O)c1ccc(Cl)cc1Cl)c1ccc(Cl)cc1` gave HePTP inh 8.
Screening O=C(O)c1cccc(S(=O)(=O)NCc2ccccc2)c1 returned BAP1 inh 132 and HePTP inh 9.
Screening Cc1ccc(-c2nc(=S)c3c(n2Cc2ccco2)CC(C)(C)OC3)cc1 returned HePTP inh 4.
Screening COc1ccc(C2/C(=C(\O)c3ccc(Cl)cc3)C(=O)C(=O)N2c2cccnc2)cc1OC (stereo not drawn) returned HePTP inh 4.
`CCN(CC)C(=O)c1c(-c2ccccc2)oc2ccc(O)cc12` gave HePTP inh -6.
CCCCSc1nc2c(cc1C#N)CCC2 was read as BAP1 inh 98 and HePTP inh 5.
For Nn1c(-c2ccccn2)nnc1-c1ccccn1 the results were BAP1 inh 83 and HePTP inh 4.
For O=c1c2ccccc2nc(SCc2nnc(-c3ccccc3)o2)n1-c1ccc(F)cc1F the results were HePTP inh 4.
For Cc1ccnc(N=Cc2ccc(C=Nc3cc(C)ccn3)cc2)c1 the results were HePTP inh -8.
O=C(NNC(=O)c1ccc(Cl)c([N+](=O)[O-])c1)c1cccc(Br)c1 was read as HePTP inh 5.
For CCOC(=O)c1cccc(S(=O)(=O)N(CCO)Cc2cc3cc(OC)ccc3[nH]c2=O)c1 the results were BAP1 inh 88 and HePTP inh 10.
`CCn1c2ccccc2c2cc(/C=N\NC(=O)c3cccc(C)c3)ccc21` gave HePTP inh -8.
`O=C(N/N=C/c1ccc(F)c(Br)c1)c1cccc(Br)c1` gave HePTP inh -21.
`Cc1ccc(N2C(=O)CC(NCc3ccc4c(c3)OCO4)C2=O)cc1Cl` (stereo not drawn) gave BAP1 inh 83 and HePTP inh 4.
For O=C(NC1CCCCC1)N(CCN1CCCC1)Cc1cc2cc3c(cc2[nH]c1=O)OCCO3 the results were HePTP inh 5.
`CCc1ccc(N2C(=O)NC(=O)/C(=C\c3cc(I)c(O)c(OC)c3)C2=O)cc1` gave HePTP inh -17.
`O=C(NCCCN1CCCC1=O)c1nnc(Cc2c(F)cccc2Cl)o1` gave BAP1 inh 82 and HePTP inh 2.
CCOc1ccc(N=Cc2cc(Cl)ccc2OC)cc1 was read as HePTP inh 9.
Screening Cc1cc(C)n(-c2nc(C)nc(N)n2)n1 returned BAP1 inh 90 and HePTP inh 5.
Screening CC1CN(c2nc3ccccc3nc2C(C#N)C(=O)OC2CCCCC2)CC(C)O1 (stereo not drawn) returned BAP1 inh 94 and HePTP inh 1.
Screening CC1=C(C)CC(C(=O)Nc2cccc(Cl)c2)C(C(=O)O)C1 (stereo not drawn) returned BAP1 inh 92 and HePTP inh 1.
For COc1ccc(NC(=O)CN2CCN(S(=O)(=O)c3ccc(Cl)cc3)CC2)cc1Cl the results were BAP1 inh 55 and HePTP inh 7.
Screening Oc1ccc(-c2cc(-c3ccc(O)cc3)nc(-c3ccccc3)n2)cc1 returned HePTP inh 4.
For CCCCOc1ccc(OC(=O)c2cncc(Br)c2)cc1 the results were BAP1 inh 126.
For COC(=O)c1[nH]c(C)c(/C(O)=C2\C(=O)C(=O)N(CCN3CCOCC3)C2c2cccnc2)c1C (stereo not drawn) the results were BAP1 inh 59 and HePTP inh -2.
For CC(=O)c1c(C)nc(-c2ccc3c(c2)OCO3)n1O the results were BAP1 inh 95 and HePTP inh -1.
COCC(=O)Nc1ccc(C(N)=O)cc1 was read as BAP1 inh 96 and HePTP inh 8.
For CC1=CC(C)(C)NC(=S)N1c1cccc2ccccc12 the results were BAP1 inh 96.
`CCC(Oc1ccccc1)C(=O)Nc1cc(Cl)ccc1OC` (stereo not drawn) gave HePTP inh -16.
Screening COc1ccc(/C=C/C(=O)c2cccc(Br)c2)c(OC)c1 returned HePTP inh -6.
O=C(Nc1cccc(C(F)(F)F)c1)c1cnn2c(C(F)(F)F)cc(-c3cccs3)nc12 was read as BAP1 inh 65 and HePTP inh 5.
`COC(=O)C1=C(C)NC2=C(C(=O)c3ccccc32)C1c1ccc(-c2ccc([N+](=O)[O-])cc2Br)o1` (stereo not drawn) gave HePTP inh -8.
Screening COc1ccccc1NCC(=O)n1nc(C)cc1C returned HePTP inh -9.
For O=C(NCC1CCCO1)c1ccc2c(c1)C(=O)N(N1C(=O)c3ccccc3C1=O)C2=O (stereo not drawn) the results were HePTP inh 4.
Screening Clc1ccc(N2CCN(Cc3c[nH]c4ncccc34)CC2)cc1 returned BAP1 inh 99.
O=C1CCCC2=C1C(c1cccc(Br)c1)n1nc(-c3ccco3)nc1N2 (stereo not drawn) was read as BAP1 inh 75 and HePTP inh 0.
`COc1ccc(Cl)cc1NC(=O)NC(C)c1ccncc1` (stereo not drawn) gave BAP1 inh 84 and HePTP inh 8.
Screening CCCc1nc(SCc2ccccn2)c2c(=O)n(C)c(=O)n(C)c2n1 returned BAP1 inh 91 and HePTP inh 4.
For CCS(=O)(=O)N1CCN(C(C)CCc2ccccc2)CC1 (stereo not drawn) the results were BAP1 inh 106 and HePTP inh -3.
`CCCNS(=O)(=O)c1ccc(OCC(=O)Nc2ccccc2F)cc1` gave BAP1 inh 113 and HePTP inh 12.
Screening COc1ccc(OC)c(C(=O)c2coc3ccc(O)cc23)c1 returned BAP1 inh 91 and HePTP inh 7.
For Oc1c(Br)cc(Br)cc1/C=N/Nc1nc(N2CCOCC2)nc(N2CCOCC2)n1 the results were HePTP inh 9.
For CCOc1ccccc1Oc1coc2cc(OC(=O)c3ccco3)ccc2c1=O the results were BAP1 inh 65 and HePTP inh 9.
For COc1ccc(CN2C(=O)[C@@H]3C(c4ccccc4Cl)=NO[C@@H]3C2=O)cc1 the results were BAP1 inh 127 and HePTP inh 5.
COc1cc2c(C(=O)N3CCN(c4ccccc4)CC3)c(C)oc2cc1Br was read as BAP1 inh 113 and HePTP inh -2.
For Cc1ccc(NC(=O)C2C(c3ccccc3)=C2c2ccccc2)c(C)c1 the results were HePTP inh 4.
For COc1ccc(/C(N)=N/OC(=O)/C=C/c2ccccc2)cc1 the results were HePTP inh 0.
For CN1CCN(C2=NC(=O)/C(=C/c3ccc([N+](=O)[O-])cc3)S2)CC1 the results were HePTP inh 0.
Screening COC(=O)C(C)Sc1nc2c(c(=O)[nH]c(=O)n2C)n1CCCc1ccccc1 (stereo not drawn) returned BAP1 inh 102 and HePTP inh 13.
Screening COc1cc(-c2nnc(CSc3nnc4nc(C)cc(C)n34)o2)cc(OC)c1OC returned BAP1 inh 94 and HePTP inh -5.
CCN(CC)c1ccc(NC(=O)c2ccccc2[N+](=O)[O-])cc1 was read as HePTP inh -3.
Screening C=CCn1c(SCC(=O)Nc2ccc(OC)cc2)nc(O)c(Cc2ccccc2)c1=O returned HePTP inh -4.

Taken from the listing for reference:
For CCS(=O)(=O)N1CCN(C(C)CCc2ccccc2)CC1 (stereo not drawn) the results were BAP1 inh 106 and HePTP inh -3.
`CCCNS(=O)(=O)c1ccc(OCC(=O)Nc2ccccc2F)cc1` gave BAP1 inh 113 and HePTP inh 12.
Screening COc1ccc(OC)c(C(=O)c2coc3ccc(O)cc23)c1 returned BAP1 inh 91 and HePTP inh 7.
For Oc1c(Br)cc(Br)cc1/C=N/Nc1nc(N2CCOCC2)nc(N2CCOCC2)n1 the results were HePTP inh 9.
For CCOc1ccccc1Oc1coc2cc(OC(=O)c3ccco3)ccc2c1=O the results were BAP1 inh 65 and HePTP inh 9.
For COc1ccc(CN2C(=O)[C@@H]3C(c4ccccc4Cl)=NO[C@@H]3C2=O)cc1 the results were BAP1 inh 127 and HePTP inh 5.
COc1cc2c(C(=O)N3CCN(c4ccccc4)CC3)c(C)oc2cc1Br was read as BAP1 inh 113 and HePTP inh -2.
For Cc1ccc(NC(=O)C2C(c3ccccc3)=C2c2ccccc2)c(C)c1 the results were HePTP inh 4.
For COc1ccc(/C(N)=N/OC(=O)/C=C/c2ccccc2)cc1 the results were HePTP inh 0.
For CN1CCN(C2=NC(=O)/C(=C/c3ccc([N+](=O)[O-])cc3)S2)CC1 the results were HePTP inh 0.
Screening COC(=O)C(C)Sc1nc2c(c(=O)[nH]c(=O)n2C)n1CCCc1ccccc1 (stereo not drawn) returned BAP1 inh 102 and HePTP inh 13.
Screening COc1cc(-c2nnc(CSc3nnc4nc(C)cc(C)n34)o2)cc(OC)c1OC returned BAP1 inh 94 and HePTP inh -5.
CCN(CC)c1ccc(NC(=O)c2ccccc2[N+](=O)[O-])cc1 was read as HePTP inh -3.
Screening C=CCn1c(SCC(=O)Nc2ccc(OC)cc2)nc(O)c(Cc2ccccc2)c1=O returned HePTP inh -4.

Random draw from the library. Share with any hit: about 0.7%.
